FLuc inh = blocks purified firefly luciferase enzyme activity. P08659. purified P. pyralis luciferase, luminescence, biochemical. Potency, µM (highest dose often 115 µM), for the others: at the highest dose activity change, negative = inhibition, hits mostly inhibitors. hit rate 2.5% among 76,000; also: potency is read from the fitted curve at half-maximal effect; nearly all actives have a fitted effect of over 65% in size
Target sequence (P08659 whole entry, looked up): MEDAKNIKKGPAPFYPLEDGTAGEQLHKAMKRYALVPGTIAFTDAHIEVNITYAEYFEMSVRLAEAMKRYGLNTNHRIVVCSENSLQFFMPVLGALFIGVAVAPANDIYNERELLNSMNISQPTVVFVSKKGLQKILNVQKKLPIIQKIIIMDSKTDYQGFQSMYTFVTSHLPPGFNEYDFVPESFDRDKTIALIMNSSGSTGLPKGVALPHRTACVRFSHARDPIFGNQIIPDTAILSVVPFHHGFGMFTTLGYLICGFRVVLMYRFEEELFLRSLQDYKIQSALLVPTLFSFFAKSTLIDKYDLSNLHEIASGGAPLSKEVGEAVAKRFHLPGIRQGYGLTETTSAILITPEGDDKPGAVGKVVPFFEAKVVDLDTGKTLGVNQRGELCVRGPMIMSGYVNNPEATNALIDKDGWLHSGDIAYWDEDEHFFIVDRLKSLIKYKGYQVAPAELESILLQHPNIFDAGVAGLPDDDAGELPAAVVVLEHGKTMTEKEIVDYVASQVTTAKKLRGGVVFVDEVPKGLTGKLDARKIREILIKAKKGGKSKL
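Biochemical qHTS: compound (6-point titration) added to 10uM D-luciferin plus 10uM ATP in Tris acetate pH 7.5 buffer with Mg, Tween-20 and BSA, then purified enzyme at 10nM; light output imaged.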
HEK293 viab = cell viability loss counter-screen; HEK-293-SNCA-luc viability, GF-AFC fluorescence, 24 h; Potency, µM (top dose mostly 57.1 µM), for the others: at the top dose activity change, negative = cytotoxicity, hits mostly cytotoxic; hit rate 0.12% among 150,000; AID 1671193;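 also: potency is read from the fitted curve at half-maximal effect; 0% = DMSO-treated cells and -100% = medium-only wells without cells; nearly all actives have a fitted effect of over 30% in size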
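Cytotoxicity counterscreen: after 24 h compound treatment of genome-edited SNCA-luciferase HEK-293 cells, live-cell protease substrate GF-AFC read by fluorescence after 30 min; activity scaled between DMSO (0%) and medium-only (-100%), curves Hill-fitted.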
GPT2 inhibitor = inhibitors of human GPT2 alanine aminotransferase; Q8TD30; Recombinant GPT2, coupled pyruvate oxidase/HRP Amplex Red fluorescence; Potency, µM (highest dose often 57.7 µM), for the others: at the highest dose activity change, negative = inhibition, most hits filed as inhibitors; hit rate 0.25% among 100,000; also: potency is read from the fitted curve at half-maximal effect; nearly all actives have a fitted effect of over 60% in size; many of its hits are not listed in these tables
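GPT2 10ng/uL, a-KG 250uM, L-Ala 2mM, HEPES pH7.5 + 0.0001% Tween; 30 min RT. Then Amplex mix (PO/HRP/ThPP), 30 min RT dark, fluorescence. AOA 50uM used as positive control.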
SNCA expr inhib = SNCA gene expression inhibition. HEK-293 SNCA-luciferase knock-in, luminescence, 24 h. Potency, µM (doses to about 57.2 µM), without a hit: at the top dose activity change, negative = inhibition, actives largely listed as inhibitors. hit rate 0.17% among 140,000;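 also: potency is read from the fitted curve at half-maximal effect; plate controls were DMSO cells for no effect and cell-free wells for full effect; nearly all actives have a fitted effect of over 45% in size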
NIH3T3 tox = cytotoxic compounds in NIH 3T3 cells. Potency, µM (doses to about 96.7 µM), without a hit: at the top dose activity change, negative = cytotoxicity, actives largely listed as inhibitors. NIH 3T3 viability, CellTiter-Glo ATP luminescence, 48-72 h. AID 1345082. hit rate 4.3% among 94,000; also: potency is read from the fitted curve at half-maximal effect; nearly all actives have a fitted effect of over 55% in size
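Mouse fibroblast NIH 3T3 cells, 400 per well, received compound via pintool and were incubated for 48 or 72 hr prior to CellTiter-Glo ATP luminescence measurement.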
IP6K1 inhibitor = blocks human inositol hexakisphosphate kinase 1; activity change, % (series mostly up to about 58 µM); Q92551; IP6K1 kinase, ADP-Glo luminescence, 2 h; active compounds read low; hit rate 0.81% among 140,000; in the data active = activity change below about -25%
Target sequence (Q92551 whole entry, looked up): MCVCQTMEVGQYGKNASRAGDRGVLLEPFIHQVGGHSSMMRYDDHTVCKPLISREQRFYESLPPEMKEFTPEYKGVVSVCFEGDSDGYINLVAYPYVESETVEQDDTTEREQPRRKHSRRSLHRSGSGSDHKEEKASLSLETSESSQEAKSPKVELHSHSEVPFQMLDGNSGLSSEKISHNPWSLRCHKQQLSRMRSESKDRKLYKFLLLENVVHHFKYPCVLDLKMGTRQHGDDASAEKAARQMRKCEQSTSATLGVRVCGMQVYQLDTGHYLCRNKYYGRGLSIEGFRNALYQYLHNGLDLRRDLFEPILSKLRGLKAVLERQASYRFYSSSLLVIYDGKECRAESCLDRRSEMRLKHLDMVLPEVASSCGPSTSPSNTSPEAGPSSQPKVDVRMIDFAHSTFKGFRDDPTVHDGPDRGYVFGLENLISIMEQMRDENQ
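ADP-Glo luminescence measures ADP made by human IP6K1 during a 2 h RT reaction with ATP/IP6 (mix at 1.3 mM/130 uM); top library doses 57.5 and 19.1 uM final.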
HEK cytotox = cytotoxic compounds in HEK 293 cells. hit rate 6.6% among 94,000. HEK 293 viability, ATP luminescence (CellTiter-Glo), 48-72 h. Potency, µM (doses to about 115 µM), for inactives: top-dose activity change, negative = cytotoxicity, actives largely listed as inhibitors; also: potency is read from the fitted curve at half-maximal effect; nearly all actives have a fitted effect of over 60% in size
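HEK 293 seeded at 250 cells/well receive compound via pintool. After 48 or 72 hr at 37 degree Celsius, 5% CO2 and 95% humidity, CellTiter-Glo is dispensed and luminescence read following 10 min at room temperature.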
The depositor's hits bear a star; i = inactive; ? = inconclusive; . = not tested or not shown; [ ] = another dose, or the depositor's remark. Unless noted, calls follow the shape of the dose curve; as a rule, active = well fitted curve in the direction sought with a large enough effect; inconclusive = small, poorly fitted or top-dose-only effect, or another doubt; inactive = no such curve, though single readings can be large; an effect the other way counts as inactive or inconclusive. Unless noted, % is scaled to controls: 0 for no effect and ±100 for the full control effect. An unsorted share of the library; 7.8% or so of the library scored in one or more.

SMILES	FLuc inh	HEK293 viab	GPT2 inhibitor	SNCA expr inhib	NIH3T3 tox	IP6K1 inhibitor	HEK cytotox
COc1cccc(Nc2sc(C(=O)c3ccc(F)cc3)c(N)c2C(=O)NCc2ccc(C)cc2)c1	.	?	.	-8%	.	8	.
COc1ccc(-c2ccc(C(=O)Nc3ccc(Cl)cc3)cc2)nn1	.	.	.	.	-30%[138 µM]	15	-27%[172 µM]
CC(C)NC(=O)NC1CC2(CCN(C(=O)c3ccccc3)CC2)c2ccccc21 (centres undefined)	.	6%	0%	21%	-3%	3	-5%
CC(=O)Nc1ccc(S(=O)(=O)N2C[C@@H]3C[C@H](C2)c2ccc(-c4ccccc4C)c(=O)n2C3)cc1	-3%	-2%	-11%	-25%	-16%	12	-17%
CCCCNC(=O)c1ccc(-c2nc(CN3CCc4ccccc43)c(C)o2)cc1	.	-6%	.	35%[activator]	.	-1	.
COc1ccc(CC(=O)N2CCCN(c3ccc4nnc(-c5ccccc5)n4n3)CC2)cc1	.	.	.	.	?	10	?
CCCCn1c(NCc2cc(Br)ccc2O)nc2ccccc21	.	-14%	.	-25%	.	19	.
O=C(NCC(O)CO)c1ccc(OC2CCN(CCc3ccccc3)CC2)cc1 (centres undefined)	10%	0%	i	14%	i	-5	7%
CCOc1ccc(OCC)c(NS(=O)(=O)c2ccc3c(c2)CCCN3C(C)=O)c1	.	2%	.	40%	.	-9	.
CCN1C(=O)CCN(C(=O)N(C)C)CC12CCOCC2	3%	6%	-11%	30%	-8%	10	i
COc1nc2c(cc1CNC(=O)CN1CCOCC1)C(=O)N(C1CCCC1)C2	11%	-3%	-6%[11.5 µM]	-16%	0%	36	-8%
NC(=O)Cc1c[nH]c2ncc(-c3cccc(CO)c3)cc12	-7%[230 µM]	3%[87.6 µM]	i	-4%[87.6 µM]	?	-27*	-8%[230 µM]
Cc1ccsc1C(=O)C1CCCN(Cc2ccc(C#CC(C)(C)O)cc2)C1 (centres undefined)	-8%	-3%	i	-28%	?	-3	?
Cc1cccc(C(=O)N(Cc2nc(-c3ccc(Cl)cc3)no2)C(C)C)c1	.	15%	.	-15%	.	34	.
CN(C1CCOCC1)C1CCN(C(=O)c2ccc(Cl)cc2)CC1	-2%	2%	i	21%	0%	-9	?
CCn1cc(C(=O)N[C@@H]2CN(Cc3ccccc3)C[C@H]2CN(C)C)cn1	-10%	1%	0%	-7%	-7%	-1	-7%
CCOc1cc(=O)n2c(c1C(=O)Nc1ccc(Cl)cc1)CCCC2	-2%	-7%	-29%	44%[activator]	-15%	-3	-6%
CCCCCNC(=O)c1nnn2cc(C)[nH]c(=O)c12	12%	-3%	i	-7%	-3%	4	-3%
CN(Cc1ccccc1C(F)(F)F)C(=O)c1ccc(C(F)(F)F)cc1	-3%	4%	-9%	-2%	?	-5	?
CC1CCc2c(sc3nnn(CCCCOc4ccc(Cl)cc4)c(=O)c23)C1 (centres undefined)	.	-4%	.	?	.	57	.
O=C(Nc1ccc(F)cc1F)N[C@H]1C[C@H]2C(=O)NC[C@@H](CCC(=O)N3CCC(O)CC3)N2C1	-7%	-4%	-6%	-1%	4%	-3	-5%
CC(C)(C)OC(=O)N1CC(c2cncnc2)C1	.	1%[87.6 µM]	-2%[88.5 µM]	12%[87.6 µM]	i	-22	i
FC(F)(F)c1ccc(CN2CC[C@H](c3nc4cc(Cl)ccc4o3)C2)cc1	0%[172 µM]	3%[87.6 µM]	0%[88.5 µM]	4%[87.6 µM]	?	-3	?
O=C(Cc1ccc(F)cc1)N1CCC2(CC1)NC(=O)N(Cc1ccc(F)cc1)C2=O	-3%	1%	-13%	7%	-27%	2	-9%
COc1ccc(-n2ncc(C(=O)NCCc3ccsc3)c2C2CCN(C(=O)OC(C)(C)C)CC2)cc1	.	?	.	-26%	.	23	.

Single records, from the list above. Screens in order: FLuc inh, HEK293 viab, GPT2 inhibitor, SNCA expr inhib, NIH3T3 tox, IP6K1 inhibitor, HEK cytotox
Cc1cccc(C(=O)N(Cc2nc(-c3ccc(Cl)cc3)no2)C(C)C)c1 as listed: ., 15%, ., -15%, ., 34, .
CCOc1cc(=O)n2c(c1C(=O)Nc1ccc(Cl)cc1)CCCC2 as listed: -2%, -7%, -29%, 44%[activator], -15%, -3, -6%
CCCCCNC(=O)c1nnn2cc(C)[nH]c(=O)c12 as listed: 12%, -3%, i, -7%, -3%, 4, -3%

Other records follow:
SMILES	FLuc inh	HEK293 viab	GPT2 inhibitor	SNCA expr inhib	NIH3T3 tox	IP6K1 inhibitor	HEK cytotox
Cc1cccc(C(=O)N2CCC(Oc3cccnc3)C2)c1 (centres undefined)	-5%	9%	i	-14%	-22%	-2	-4%
CN1CC2(CCN(C(=O)NCc3ccco3)CC2)CC(c2ccccc2)C1=O (centres undefined)	7%	-7%	i[11.5 µM]	-4%	-6%	-2	3%
CC(=O)Nc1ccc2c(c1)S(=O)(=O)N=C(CC(C)C)N2c1ccccc1	-2%	3%	i	5%	-20%	3	1%
COc1ccc(-c2ccc3ncc(Nc4cccnc4OC)n3n2)cc1OC	-14%[172 µM]	-15%[87.6 µM]	?	-11%[87.6 µM]	-82%[138 µM]	-20	14µM*
CC(=O)N1CCN([C@H]2[C@@H]3OC[C@@H](O3)[C@@H](NCc3cnc4ccccc4c3)[C@@H]2O)CC1	-4%[172 µM]	2%[87.6 µM]	1%[88.5 µM]	-13%[87.6 µM]	-12%[174 µM]	12	2%[172 µM]
Cc1cc(OCC(=O)Nc2ncn[nH]2)ccc1Cl	.	1%	.	27%	.	12	.
CCOC(=O)C1CCN(C(=O)c2ccc3nnc(-c4ccoc4)n3c2)CC1	.	-6%	i	-8%	-21%	-4	3%
CC(C)(C)C(=O)N1CCC(c2nn(-c3ccc(F)cc3)c(=O)[nH]2)CC1	4%[172 µM]	7%[87.6 µM]	i	3%[87.6 µM]	?	0	?
Cc1cccc(NC(=O)CN2c3ccccc3S(=O)(=O)c3ccccc32)c1C	.	-12%	.	26%	.	-21	.
CCN(CC)c1cc(CCC(=O)N2CCN(c3ncccn3)CC2)ccn1	2%	0%	-8%	34%[activator]	-17%	-4	?
COCC1CN(Cc2ccc(OC(F)(F)F)cc2)CC12CCNCC2 (centres undefined)	-3%	-20%	i	?	?	4	?
CNC(=O)[C@@H]1CN(C(=O)c2ccc3c(c2)OCO3)C[C@H]1c1nc(COC)no1	-2%	-2%	-6%	12%	3%	7	1%
COc1cccc(C(=O)NC(=O)Nc2ccc(-n3nc(C(F)(F)F)cc3C(F)(F)F)cc2)c1	.	-3%	.	-5%	.	20	.
O=C(NC1CC1)c1ccc(CC2CCN(C(=O)c3ccccn3)CC2)cc1	.	-8%	-10%	-11%	-15%	9	-26%
COc1ccc(NC(=O)c2ccc3c(c2)C2(CCCN(C)C2)CN3C)cc1 (centres undefined)	-14%[172 µM]	8%[87.6 µM]	i	31%[activator][87.6 µM]	?	2	?
O=C(CSc1nc2c(c(=O)[nH]1)CCC2)Nc1ccccc1C(F)(F)F	.	1%	.	-18%	.	1	.
Cc1ccc(N2Cc3c(NC4CCCCC4)ncnc3N(C)CC2=O)cc1	.	7%	4%	9%	?	-4	-24%
COc1ccc(S(=O)(=O)Nc2ccc(C)n(CC(=O)Nc3ccccc3)c2=O)cc1	4%	-5%	i	-6%	-3%	4	-7%
CCC(C)N1Cc2cc(NC(=O)c3ccc([N+](=O)[O-])cc3)ccc2OCC1=O (centres undefined)	?	-12%	0%	2%	?	-17	?
Cc1cc(NC(=O)C2CCCN(S(=O)(=O)c3ccc(Br)s3)C2)ccc1Br (centres undefined)	.	-5%	.	2%	.	3	.
CCCNC(=O)NC[C@H]1O[C@@H]2C[C@@H](CC(=O)N3CCOCC3)O[C@@H]2[C@@H]1O	-18%[172 µM]	9%[87.6 µM]	-4%[88.5 µM]	10%[87.6 µM]	-2%[174 µM]	-5	i
O=C(c1cc(Cl)ccc1F)N1CCC[C@H]1c1nc(-c2ccc(F)cc2)no1	-5%	3%	-12%	24%	?	1	79µM*
Cc1ccccc1OCC(=O)Nc1ccc(-c2nc3ccccc3o2)cc1	.	-4%	.	62%[activator]	.	6	.
CC(=O)Nc1nonc1-c1nnc(SCC(=O)Nc2ccc(F)cc2F)n1-c1ccccc1	.	-6%	.	-28%	.	1	.
COCCNC(=O)C1CC(c2ccccc2)CN(C(=O)c2ccccc2)C1 (centres undefined)	-5%	-4%	-6%	-16%	-2%	-2	-1%

Further entries follow.
SMILES	FLuc inh	HEK293 viab	GPT2 inhibitor	SNCA expr inhib	NIH3T3 tox	IP6K1 inhibitor	HEK cytotox
CC(=O)N1Cc2ccccc2OC2(CCN([S+](C)(=O)[O-])CC2)C1	.	3%	3%	10%	2%	4	i
O=Cc1cccc(N2CCN(C(=O)c3ccc4c(c3)OCO4)CC2=O)c1	.	-22%	-12%	?	?	6	1%
COCC(=O)N1CCN2C(=O)N(C(C)C)C(=O)[C@H]2C1	-2%[230 µM]	-1%[87.6 µM]	i	27%[87.6 µM]	2%[230 µM]	4	-1%[230 µM]
COc1ccc(-c2cc(CC3(NCC(C)(C)C)COC3)no2)cc1	-1%[172 µM]	0%[87.6 µM]	i	-1%[87.6 µM]	?	-12	?
CCOc1ccc(CNC(=O)CCCn2nc(C)c3c(C)n(-c4ccc(C)cc4)nc3c2=O)cc1	.	7%	.	-9%	.	48	.
CC1(COc2ccccc2)COc2ccc(C(=O)NCc3ccc4c(c3)OCO4)cc2N1 (centres undefined)	-4%[172 µM]	-19%[87.6 µM]	i	?	?	10	?
CN1[C@@H](CCC(=O)NCc2cccnc2)CNC(=O)[C@@H]2[C@H]1CCN2Cc1nc2ccccc2n1C	-4%	1%	i	12%	-13%	-5	-9%
CC(C)(C)c1coc([C@@H]2COCCN2Cc2ccc(F)cc2)n1	0%[172 µM]	3%[87.6 µM]	-4%[88.5 µM]	-12%[87.6 µM]	-18%[138 µM]	10	-20%[172 µM]
CN(C)C1(CC2CC2)CCN(C(=O)c2ccsc2)CC1	.	13%	i	-7%	i	14	1%
COc1ccc(CCNC(=O)CCCn2c(=O)c3cccn3c3ccc(F)cc32)cc1OC	.	8%	.	3%	.	-14	.

Reprinted at random: 4 compounds from above, in no set order.
SMILES	FLuc inh	HEK293 viab	GPT2 inhibitor	SNCA expr inhib	NIH3T3 tox	IP6K1 inhibitor	HEK cytotox
CN(C)C1(CC2CC2)CCN(C(=O)c2ccsc2)CC1	.	13%	i	-7%	i	14	1%
CC(=O)N1Cc2ccccc2OC2(CCN([S+](C)(=O)[O-])CC2)C1	.	3%	3%	10%	2%	4	i
O=Cc1cccc(N2CCN(C(=O)c3ccc4c(c3)OCO4)CC2=O)c1	.	-22%	-12%	?	?	6	1%
CCOc1ccc(CNC(=O)CCCn2nc(C)c3c(C)n(-c4ccc(C)cc4)nc3c2=O)cc1	.	7%	.	-9%	.	48	.
